Source: PubChem BioAssay (Sanford-Burnham Center for Chemical Genomics)
H9c2 TAG inh: inhibitors of triacylglycerol accumulation. H9c2 cells, Nile Red lipid (TAG) fluorescence; cells loaded with 200 µM oleic acid. inhibition, % at 12.5 µM. hit rate 0.66% among 230,000. AID 651582;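 active = pattern-corrected inhibition of lipid staining of at least 50% with the nuclear-stain viability signal not falling by more than 50%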;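 also: 0% = DMSO wells and 100% = triacsin C control wells; some results filed as inactive read as strong as hits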
H9c2 TAG inh DAPI viability: further read-out of H9c2 TAG inh, marked with its call; DAPI nuclei signal change (viability), lower = more cytotoxic, %;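 whole-well DAPI fluorescence read on a plate reader as a viability signal; minus 50 percent equals half of cells still viable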
Starred values were filed as active, the others as inactive; i = inactive. An excerpt (hit frequency here may not be typical).

1. O=C(O)c1ccccc1Cc1ccc2c(c1)CCCC2
  H9c2 TAG inh = -3.4
  H9c2 TAG inh DAPI viability = 9.8

2. COc1cc2c(cc1OC)CN(C(=O)CCC(=O)c1ccc(F)cc1)CC2
  H9c2 TAG inh = 0.2
  H9c2 TAG inh DAPI viability = 3.8

3. Cc1cc(N2C(=O)C(O)=C(C(=O)c3cccs3)C2c2ccc(F)cc2)no1 (stereo not given)
  H9c2 TAG inh = -8.7
  H9c2 TAG inh DAPI viability = 8.9

4. COCC(C)NC(=O)CSc1nc2nn(-c3ccccc3)c(=O)c-2c2n1CCCCC2 (stereo not given)
  H9c2 TAG inh = 5.0
  H9c2 TAG inh DAPI viability = -5.8

5. Cc1cccc(C(=O)NC2CCN(CC(=O)N3CCOCC3)CC2)c1
  H9c2 TAG inh = -6.4
  H9c2 TAG inh DAPI viability = 13.3

6. O=C(N/N=C/c1ccoc1)c1ccccc1O
  H9c2 TAG inh = 5.5
  H9c2 TAG inh DAPI viability = -10.7

7. CC(C)(C)NC(=O)C[C@H]1C[C@H](C(=O)N2CCOCC2)[C@@]2(CCC3CCCC3)c3[nH]c4ccc(Cl)cc4c3CCN2C1=O
  H9c2 TAG inh = 28.9
  H9c2 TAG inh DAPI viability = -1.5

8. CC(=O)NC(CCS(C)(=O)=O)C(=O)Nc1cccc2ccccc12 (stereo not given)
  H9c2 TAG inh = -1.4
  H9c2 TAG inh DAPI viability = -12.9

9. CC(C)CC1C(=O)N(Cc2cn(CC3CCCCC3)nn2)CCS(=O)(=O)N1Cc1ccc(-c2ccc(Cl)cc2)cc1 (stereo not given)
  H9c2 TAG inh = 46.5
  H9c2 TAG inh DAPI viability = -4.5

10. CC(C)(C)OC(=O)C[C@@H]1C/C=C\C[C@@H](CC(=O)N(CCO)Cc2ccccc2)C(=O)N[C@H](Cc2c[nH]c3ccccc23)COC1=O
  H9c2 TAG inh = 3.9
  H9c2 TAG inh DAPI viability = 9.1

Sorted by SMILES length (lowest first): part of the list above.
1. O=C(O)c1ccccc1Cc1ccc2c(c1)CCCC2
  H9c2 TAG inh = -3.4
  H9c2 TAG inh DAPI viability = 9.8

8. CC(=O)NC(CCS(C)(=O)=O)C(=O)Nc1cccc2ccccc12 (stereo not given)
  H9c2 TAG inh = -1.4
  H9c2 TAG inh DAPI viability = -12.9

3. Cc1cc(N2C(=O)C(O)=C(C(=O)c3cccs3)C2c2ccc(F)cc2)no1 (stereo not given)
  H9c2 TAG inh = -8.7
  H9c2 TAG inh DAPI viability = 8.9

9. CC(C)CC1C(=O)N(Cc2cn(CC3CCCCC3)nn2)CCS(=O)(=O)N1Cc1ccc(-c2ccc(Cl)cc2)cc1 (stereo not given)
  H9c2 TAG inh = 46.5
  H9c2 TAG inh DAPI viability = -4.5

7. CC(C)(C)NC(=O)C[C@H]1C[C@H](C(=O)N2CCOCC2)[C@@]2(CCC3CCCC3)c3[nH]c4ccc(Cl)cc4c3CCN2C1=O
  H9c2 TAG inh = 28.9
  H9c2 TAG inh DAPI viability = -1.5

10. CC(C)(C)OC(=O)C[C@@H]1C/C=C\C[C@@H](CC(=O)N(CCO)Cc2ccccc2)C(=O)N[C@H](Cc2c[nH]c3ccccc23)COC1=O
  H9c2 TAG inh = 3.9
  H9c2 TAG inh DAPI viability = 9.1

The results go on.
11. CCCCCOc1ccccc1C(=O)NCCCC(=O)O
  H9c2 TAG inh = 4.9
  H9c2 TAG inh DAPI viability = -4.8

12. CC(C)Nc1nc(NC(C)C)nc(Oc2ccc(/C=N/O)cc2)n1
  H9c2 TAG inh = 20.2
  H9c2 TAG inh DAPI viability = -21.4

13. COc1cc(Cl)ccc1OCc1cc(C(=O)N2CCN(C3CCCCC3)CC2)no1
  H9c2 TAG inh = -34.3
  H9c2 TAG inh DAPI viability = 5.1

14. COc1ccc(N2CCN(Cc3nc4scc(-c5cccs5)c4c(=O)[nH]3)CC2)cc1
  H9c2 TAG inh = 3.2
  H9c2 TAG inh DAPI viability = 3.7

15. CCCCC[C@H]1CN(C2CCCCC2)C(=O)[C@@H]1CC(=O)NCc1ccccc1
  H9c2 TAG inh = 27.8
  H9c2 TAG inh DAPI viability = -23.2

16. NC(=O)c1cc(-c2ccccc2)nc(N2CCCCCC2)n1
  H9c2 TAG inh = 0.9
  H9c2 TAG inh DAPI viability = -7.7

17. Cc1cccc(NC(=O)c2cccc(N3C(=O)C4C5C=CC(C6CC56)C4C3=O)c2)c1 (stereo not given)
  H9c2 TAG inh = 5.3
  H9c2 TAG inh DAPI viability = 1.7

18. N/C(=N\c1nc2ccccc2o1)NC(=O)c1ccc(F)cc1
  H9c2 TAG inh = 65.9*
  H9c2 TAG inh DAPI viability = -46.9*

19. Cc1c(C(=O)N2CCC2)oc2ccc(Br)cc12
  H9c2 TAG inh = -6.5
  H9c2 TAG inh DAPI viability = 6.1

20. CC1CCCCC1NC(=O)C1CCCN1S(=O)(=O)c1cccc2nsnc12 (stereo not given)
  H9c2 TAG inh = -6.1
  H9c2 TAG inh DAPI viability = 3.2

Record cards (already shown). Order of screens: H9c2 TAG inh | H9c2 TAG inh DAPI viability
`COc1cc(Cl)ccc1OCc1cc(C(=O)N2CCN(C3CCCCC3)CC2)no1` reads -34.3 | 5.1
`CC1CCCCC1NC(=O)C1CCCN1S(=O)(=O)c1cccc2nsnc12` (stereo not given) reads -6.1 | 3.2
`Cc1cccc(NC(=O)c2cccc(N3C(=O)C4C5C=CC(C6CC56)C4C3=O)c2)c1` (stereo not given) reads 5.3 | 1.7
`COc1ccc(N2CCN(Cc3nc4scc(-c5cccs5)c4c(=O)[nH]3)CC2)cc1` reads 3.2 | 3.7

2 entries picked at random from those above, as already listed:
14. COc1ccc(N2CCN(Cc3nc4scc(-c5cccs5)c4c(=O)[nH]3)CC2)cc1
  H9c2 TAG inh = 3.2
  H9c2 TAG inh DAPI viability = 3.7

15. CCCCC[C@H]1CN(C2CCCCC2)C(=O)[C@@H]1CC(=O)NCc1ccccc1
  H9c2 TAG inh = 27.8
  H9c2 TAG inh DAPI viability = -23.2

New compounds follow:
21. COCc1ccc(C(=O)Nc2cccc(S(=O)(=O)N(C)c3ccccc3)c2)cc1
  H9c2 TAG inh = -19.8
  H9c2 TAG inh DAPI viability = 3.2

22. Cn1nccc1C(=O)N1CCCC(N2CCN(c3cccc(C(F)(F)F)c3)CC2)C1 (stereo not given)
  H9c2 TAG inh = 6.2
  H9c2 TAG inh DAPI viability = -1.6

23. C=CCN1[C@@H](Cc2ccccc2)COCCS1(=O)=O
  H9c2 TAG inh = -46.8
  H9c2 TAG inh DAPI viability = 2.8

24. CCN(CC)C(=O)c1cccc(-c2csc(C(O)c3cccc(Cl)c3)n2)c1 (stereo not given)
  H9c2 TAG inh = -22.5
  H9c2 TAG inh DAPI viability = 7.1

25. O=[N+]([O-])c1ccc(Nc2c3ccccc3nc3ccccc23)cc1
  H9c2 TAG inh = -4.8
  H9c2 TAG inh DAPI viability = -5.7

26. COc1cccc2cc(C(=O)Nc3cccc(C)n3)c(=O)oc12
  H9c2 TAG inh = 11.2
  H9c2 TAG inh DAPI viability = -2.3

27. CCCCn1c(=O)[nH]c2ccccc21
  H9c2 TAG inh = -5.9
  H9c2 TAG inh DAPI viability = 8.2

28. Cc1cc2c(cc(C(=O)OC(C(=O)NCC3CCCO3)C(C)C)n2C)o1 (stereo not given)
  H9c2 TAG inh = -12.8
  H9c2 TAG inh DAPI viability = 4.3

29. Cc1ccc(S(=O)(=O)N2CCN(C(=O)c3ccccc3OCc3c(C)noc3C)CC2)cc1
  H9c2 TAG inh = -5.0
  H9c2 TAG inh DAPI viability = 1.7

30. O=C1CN(C(=O)COC(=O)CNC(=O)c2ccc(Cl)cc2)c2ccccc2N1
  H9c2 TAG inh = -11.6
  H9c2 TAG inh DAPI viability = 8.8

31. O=C(OCc1cn([C@@H]2CN(CC3CCCCC3)[C@@H](c3ccccc3)C[C@H]2O)nn1)c1ccccc1
  H9c2 TAG inh = -14.2
  H9c2 TAG inh DAPI viability = 7.2

32. CCOCCn1c(N2CCN(c3ccccc3)CC2)nc2c1c(=O)n(C)c(=O)n2C
  H9c2 TAG inh = 10.1
  H9c2 TAG inh DAPI viability = -8.3

33. O=C(Cc1ccc(S(=O)(=O)N2CCOCC2)s1)N1CCN(c2ccc(C(F)(F)F)cc2[N+](=O)[O-])CC1
  H9c2 TAG inh = -14.6
  H9c2 TAG inh DAPI viability = -0.2

34. Cc1cc2nc(C)n(CCCNC(=O)Nc3ccc(F)cc3)c2cc1C
  H9c2 TAG inh = -2.4
  H9c2 TAG inh DAPI viability = 13.8

35. COc1ccc(NC2CCCN(C(=O)c3ccc(OC)cc3OC)C2)cc1 (stereo not given)
  H9c2 TAG inh = -11.0
  H9c2 TAG inh DAPI viability = 1.5

36. O=S(=O)(CCN1CCOCC1)c1ccc(Cl)cc1
  H9c2 TAG inh = 1.3
  H9c2 TAG inh DAPI viability = 6.1

37. CNc1cc(-c2ccc(OC)nc2)ncn1
  H9c2 TAG inh = -1.7
  H9c2 TAG inh DAPI viability = 4.8

38. O=S(=O)(c1cccc2cccnc12)N1CCN(Cc2ccccc2)CC1
  H9c2 TAG inh = -3.0
  H9c2 TAG inh DAPI viability = -2.8

39. O=C(c1ncc[nH]1)c1ccco1
  H9c2 TAG inh = -16.7
  H9c2 TAG inh DAPI viability = i

40. COc1cc(C(=O)O)ccc1O
  H9c2 TAG inh = -5.3
  H9c2 TAG inh DAPI viability = 3.9

41. c1cnn2c(-c3ccc4c(c3)CCO4)cnc2c1
  H9c2 TAG inh = -13.7
  H9c2 TAG inh DAPI viability = 3.9

42. C=CCOc1cccn2c(N(C=O)Cc3ccc(OC)cc3)c(CC)nc12
  H9c2 TAG inh = -6.7
  H9c2 TAG inh DAPI viability = 3.2

43. CC(=O)Nc1ccc(SC[C@H](C)CN2CC[C@H](C(C)(C)C)CCC2=O)cc1
  H9c2 TAG inh = -18.2
  H9c2 TAG inh DAPI viability = -8.5

44. CSC(=NC#N)N1CCN(c2c(C)cccc2C)CC1
  H9c2 TAG inh = 4.5
  H9c2 TAG inh DAPI viability = -0.1

45. CN(C)C(=O)CCC(=O)N1CCCC(N2CCN(c3cccc(C(F)(F)F)c3)CC2)C1 (stereo not given)
  H9c2 TAG inh = -6.2
  H9c2 TAG inh DAPI viability = 1.9

46. C[C@@H]1CCCCO[C@@H](CN(C)C(=O)Cc2ccccc2)[C@@H](C)CN([C@H](C)CO)C(=O)c2cc(N(C)C)ccc2O1
  H9c2 TAG inh = -6.7
  H9c2 TAG inh DAPI viability = 8.1

47. COC1C(CO)OC(n2c3c(Cl)cccc3c3c4c(c5c6cccc(Cl)c6[nH]c5c32)C(=O)NC4=O)C(O)C1O (stereo not given)
  H9c2 TAG inh = 72.5*
  H9c2 TAG inh DAPI viability = -49.0*

48. CC(=O)OC(C(=O)NC1CCCCC1)c1ccc(C)cc1 (stereo not given)
  H9c2 TAG inh = -10.8
  H9c2 TAG inh DAPI viability = 16.5

49. COc1ccc(C(c2nnnn2Cc2ccccc2)N2CCN(c3nc4ccccc4s3)CC2)cc1OC (stereo not given)
  H9c2 TAG inh = 29.8
  H9c2 TAG inh DAPI viability = -16.6

50. O=C(NC1CSC/C1=N\O)c1ccccc1 (stereo not given)
  H9c2 TAG inh = -1.8
  H9c2 TAG inh DAPI viability = -5.1

51. O=C(N[C@H]1CCC(=O)N(CCSc2ccc(Br)cc2)CC1)OCc1ccccc1
  H9c2 TAG inh = 16.0
  H9c2 TAG inh DAPI viability = -9.9

52. CN(Cc1ccccc1O)CC1CCCN(CCc2ccc(Cl)cc2)C1 (stereo not given)
  H9c2 TAG inh = 0.7
  H9c2 TAG inh DAPI viability = 12.9

53. Cc1ccc(-c2ccc(CCC(=O)O)n2NC(N)=S)cc1
  H9c2 TAG inh = -0.7
  H9c2 TAG inh DAPI viability = -0.9

54. Cc1ccc(NC(=O)CCC(=O)NNS(=O)(=O)c2ccccc2)cc1C
  H9c2 TAG inh = -8.6
  H9c2 TAG inh DAPI viability = -3.3

55. Cc1cccc(C)c1NC(=O)NC1(C(=O)NCCCN2CCOCC2)CCCCC1
  H9c2 TAG inh = -7.1
  H9c2 TAG inh DAPI viability = 4.3

56. Cc1ccc(S(=O)(=O)N2CCOCC2)cc1NC(=O)COC(=O)c1ccc(Cl)nc1
  H9c2 TAG inh = 3.4
  H9c2 TAG inh DAPI viability = -2.2

57. CC(C)(C)N1CC23C=CC(C[C@@H]2C1=O)O3 (stereo not given in full)
  H9c2 TAG inh = -7.1
  H9c2 TAG inh DAPI viability = 0.2

58. Cc1sc2nc(SCC(N)=O)n(-c3ccccc3)c(=O)c2c1C
  H9c2 TAG inh = 4.2
  H9c2 TAG inh DAPI viability = -7.5

59. COC(=O)c1ccccc1NC(=O)Nc1ccc(Cl)cn1
  H9c2 TAG inh = -14.7
  H9c2 TAG inh DAPI viability = -8.5

60. O=C(Nc1nc2c(s1)CCCC2)C1COc2ccccc2O1 (stereo not given)
  H9c2 TAG inh = 5.6
  H9c2 TAG inh DAPI viability = 1.0

Some of the entries so far, as tab-separated lines:
item	molecule	H9c2 TAG inh	H9c2 TAG inh DAPI viability
53	Cc1ccc(-c2ccc(CCC(=O)O)n2NC(N)=S)cc1	-0.7	-0.9
54	Cc1ccc(NC(=O)CCC(=O)NNS(=O)(=O)c2ccccc2)cc1C	-8.6	-3.3
